# RNase H inhibition = RNase H inhibition, HIV 1 Gag Pol polyprotein, FRET biochemical assay, screening (AID 372); HIV-1 RT RNase H, FRET RNA/DNA substrate fluorescence; higher % means a stronger effect; one-dose inhibition, % at 10 µM; IC50 in µM for titrated hits; 100,000 tested, 0.77% active; in the data active = inhibition above about 50%
# * marks the source's active call; other numbers are inactive results.
Compound	RNase H inhibition
O=C(Nc1ccc2c(c1)OCCO2)c1cc([N+](=O)[O-])ccc1Br	10.0%
C#Cc1cccc(NC(=O)COc2ccccc2OC)c1	0.0%
O=C(CCNc1ccccc1)c1cccc([N+](=O)[O-])c1	13.0%
CCOc1ccc(C(=O)NC(=S)Nc2cccc(NC(=O)c3ccccc3)c2)cc1	12.0%
Cc1ccc(NC(=O)OCC(F)(F)C(F)F)cc1Cl	0.0%
O=C(CSc1ccccn1)N/N=C/c1ccc(Cl)c(Cl)c1	19.0%
CC/C(Cc1ccccc1)=N\NC(=O)c1cccnc1	13.0%
CCOC(=O)c1ccc(NS(=O)C23CC4CC(CC(C4)C2)C3)cc1 (stereo not given)	8.0%
Cc1ccc(S(=O)(=O)N2CCOCC2)cc1S(=O)(=O)N1CCOCC1	0.0%
CN(C(=O)OCc1ccccc1)C(CC(N)=O)C(=O)O (stereo not given)	6.0%
Cc1cc(/C=C2\C(=O)NC(=S)N(c3ccccc3)C2=O)c(C)n1-c1cccnc1	8.0%
CCCC1CCC(c2ccc(-c3nc(-c4ccncc4)no3)cc2)CC1 (stereo not given)	10.0%

Compound	RNase H inhibition
COC(=O)C1=C(C(=O)OC)SC2(S1)C(C(=O)OC)=C(C(=O)OC)SC1=C2c2ccc(OC)cc2N(C(=O)c2ccccc2)C1(C)C	31.0%
CC1(C)CC(=O)C2=C(C1)c1c(ccc3ccccc13)NC2c1cn(Cc2ccc(Cl)cc2)c2ccccc12 (stereo not given)	30.0%
O=C(CN(c1ccccc1F)S(=O)(=O)c1ccccc1)Nc1cccc(C(F)(F)F)c1	17.0%
CCOC(=O)c1ccc(NC(=O)c2ccccc2OC)cc1	0.0%
O=C(CSc1nnc(-c2ccccc2)c(-c2ccccc2)n1)N1CCCCC1	25.0%
CCCCOC(=O)c1cccc(NC(=O)COc2cc(C)cc(C)c2)c1	18.0%
CN1CCC(=NNC(=O)C(=O)NCc2cccnc2)CC1	0.0%
COc1cc(OC)cc(C(=O)Nc2ccc(F)c(Cl)c2)c1	4.0%
O=C1NC(=O)N(c2ccccc2Cl)C(=O)C1=Cc1ccc2c(c1)OCO2	0.0%
CCSCCOC(=O)C1=C(C)NC2=C(C(=O)CC(c3ccccc3)C2)C1c1cccc(Br)c1 (stereo not given)	9.0%
CN1CCN(C2CC(=O)N(c3ccc(F)cc3)C2=O)CC1 (stereo not given)	2.0%
Cc1ccc(/C=C2\SC(=S)N(CCCC(=O)NCCc3ccccc3)C2=O)cc1	57.0%*

Compound	RNase H inhibition
COc1ccc2c(c1)-c1c(sn(-c3ccc(C)c(C)c3)c1=S)C(C)(C)N2	17.0%
O=C1NC(=O)C(=Cc2ccc(OCCOc3ccccc3Cl)cc2)C(=O)N1	31.0%
NC(=O)c1ccc(NC(=O)Nc2cccc(Cl)c2)cc1	4.0%
Cc1cc(OCC(=O)Oc2ccc3c(C)cc(=O)oc3c2)ccc1Cl	23.0%
O=C(Nc1ccc(Nc2ccccc2)cc1)c1cccc(F)c1	4.0%
O=C1CSC(=O)N1c1ccc([N+](=O)[O-])cc1	21.0%
O=C(N/N=C/c1ccc(Br)cc1)c1ccncc1	0.0%
CC(C)(C)OC(=O)C1C(=O)CC(C)(O)C(C(=O)OC(C)(C)C)C1c1ccc(Cl)cc1 (stereo not given)	22.0%
Cc1ccc(-c2cc(C(F)(F)F)n3nc(C(=O)Nc4cccnc4)cc3n2)cc1	0.0%
O=c1c2c([nH]c(=S)n1C1CCCC1)-c1ccccc1CC21CCCC1	2.0%
NS(=O)(=O)c1ccc(Cl)c(C(=O)Nc2cccc([N+](=O)[O-])c2)c1	11.0%
CCOc1cc(/C=C2/SC(=S)N(C)C2=O)cc(Cl)c1OCCOc1ccccc1C	4.0%

Compound	RNase H inhibition
COC(=O)c1cc(NC(=O)c2ccccc2OC)cc(C(=O)OC)c1	9.0%
COCCOC(=O)C1=C(C)NC(=O)NC1c1cccc(Br)c1 (stereo not given)	2.0%
CCOc1ccc(/C=C2/C(=O)NC(=O)N(c3ccccc3F)C2=O)cc1OCC	6.0%
O=C(c1ccc(F)cc1)N1CCN(c2cc(N3CCOCC3)c(F)cc2[N+](=O)[O-])CC1	14.0%
COc1ccc(S(=O)(=O)Nc2nccs2)cc1	0.0%
Cc1cc(C)cc(NS(=O)(=O)c2cccs2)c1	11.0%
COc1ccc(/C=C/C(=O)NCc2ccccn2)cc1OC	1.0%
Nc1nnc(CC(=O)ON/N=C/c2ccc(-c3ccccc3[N+](=O)[O-])o2)s1	16.0%
Nc1nc(-c2ccc(-n3nncc3-c3ccccc3)cc2)cs1	17.0%
COc1ccc(C(=O)Nc2ccc3oc(-c4c(F)c(F)c(F)c(F)c4F)nc3c2)cc1Cl	21.0%
O=C(O)CCN1C(=O)/C(=C/c2ccc(-c3cc(Cl)ccc3Cl)o2)SC1=S	30.0%
O=[N+]([O-])c1cc(N=Cc2ccccc2[N+](=O)[O-])ccc1Cl	13.0%

# Entries shown so far that have fluorine (9):
Compound	RNase H inhibition
Cc1ccc(NC(=O)OCC(F)(F)C(F)F)cc1Cl	0.0%
O=C(CN(c1ccccc1F)S(=O)(=O)c1ccccc1)Nc1cccc(C(F)(F)F)c1	17.0%
COc1cc(OC)cc(C(=O)Nc2ccc(F)c(Cl)c2)c1	4.0%
CN1CCN(C2CC(=O)N(c3ccc(F)cc3)C2=O)CC1 (stereo not given)	2.0%
O=C(Nc1ccc(Nc2ccccc2)cc1)c1cccc(F)c1	4.0%
Cc1ccc(-c2cc(C(F)(F)F)n3nc(C(=O)Nc4cccnc4)cc3n2)cc1	0.0%
CCOc1ccc(/C=C2/C(=O)NC(=O)N(c3ccccc3F)C2=O)cc1OCC	6.0%
O=C(c1ccc(F)cc1)N1CCN(c2cc(N3CCOCC3)c(F)cc2[N+](=O)[O-])CC1	14.0%
COc1ccc(C(=O)Nc2ccc3oc(-c4c(F)c(F)c(F)c(F)c4F)nc3c2)cc1Cl	21.0%

# Remaining list, next part:
Compound	RNase H inhibition
Cc1nnc(NC(=O)/C=C/c2ccc(F)cc2)s1	5.0%
C/C(=N\NC(=O)c1ccc(C(=O)N/N=C(\C)c2ccc(Cl)cc2)cc1)c1ccc(Cl)cc1	13.0%
COc1ccc(OC)c(NC2=C(Cl)C(=O)N(c3cccc(C(F)(F)F)c3)C2=O)c1	4.0%
COC(=O)c1c(NC(=O)c2cccc([N+](=O)[O-])c2C)sc2c1CCC(C)C2 (stereo not given)	12.0%
O=C1c2ccccc2C(O)(c2ccc(Br)cc2)N1c1ccccc1 (stereo not given)	7.0%
Cc1cc(C)cc(OCC(=O)Nc2nc(-c3ccccc3)cs2)c1	9.0%
Cc1cccc(NC(=O)COc2ccc(Cl)cc2)c1	10.0%
O=C(CC(c1ccccc1)c1ccccc1)NCC1CCCO1 (stereo not given)	5.0%
Cc1cc([N+](=O)[O-])ccc1NCc1ccccc1[N+](=O)[O-]	11.0%
O=C(N/N=C/c1c[nH]c2ccccc12)c1cc(O)cc(O)c1	8.0%
O=[N+]([O-])c1ccc(N/N=C/c2cc([N+](=O)[O-])ccc2O)cc1	10.0%
COc1ccc(C2=C/C(=C3\OC(=O)c4ccccc43)C(=O)O2)cc1	16.0%

Compound	RNase H inhibition
CCOc1ccccc1NC(=O)c1ccc(CN2CCC(Cc3ccccc3)CC2)cc1	13.0%
CCC12CN3CC(CC)(CN(C1)C3c1ccccc1)C2=O (stereo not given)	13.0%
COc1cccc(C2C(C(=O)Nc3ccccc3)=C(C)N=c3s/c(=C\c4ccc(O)cc4)c(=O)n32)c1 (stereo not given)	4.0%
O=C(CSc1nsc(SCC(=O)Nc2ccccc2F)n1)Nc1ccccc1F	4.0%
COc1ccc(OCCOCCOc2ccc(Br)cc2)cc1	19.0%
CCOc1cc(/C=C2\C(=O)NC(=O)N(c3ccc(C)c(C)c3)C2=O)cc(Cl)c1O	14.0%
O=C(/C=C/c1ccco1)Nc1ccc(Cl)c(Cl)c1	18.0%
O=C1NC(=O)C(=Cc2ccc(OS(=O)(=O)c3ccc([N+](=O)[O-])cc3)cc2)C(=O)N1	15.0%
CCCCOc1ccc(NCN2C(=O)c3ccccc3C2=O)cc1	12.0%
COc1ccccc1/C=N\N(C)c1nc(-c2ccccc2)cc(-c2ccccc2)n1	17.0%
Oc1c(Br)cc(Br)cc1C=Nc1ccc(-c2nc3ccccc3[nH]2)cc1	3.0%
O=C1ON=C(c2ccccc2)/C1=C/c1cccnc1	2.0%

Compound	RNase H inhibition
O=C1NC(=S)N/C1=C/c1cccc(I)c1	10.0%
O=C(NCc1ccccc1)c1ccc(C#Cc2ccccc2)cc1	2.0%
CCC(Oc1ccccc1)C(=O)Nc1cccc(Br)c1 (stereo not given)	18.0%
CC(=O)Nc1ccc(/C(C)=N/NS(=O)(=O)c2ccccc2)cc1	10.0%
O=C1C2C(C(=O)N1c1cc(C(F)(F)F)ccc1Cl)C1(c3ccccc3)C(=O)C2(c2ccccc2)C(c2ccccc2)=C1c1ccccc1 (stereo not given)	35.0%
CC(=O)Nc1ccc(Nc2nc(-c3sc(C)nc3C)cs2)cc1	0.0%
COc1cccc(C2C(C(=O)OCCc3ccccc3)=C(C)NC3=C2C(=O)CCC3)c1 (stereo not given)	22.0%
O=C(c1ccc(Cl)cc1Cl)N1CCCc2ccccc21	0.0%
CC(=O)Nc1cc(N=Cc2ccccc2)c(Cl)cc1Cl	0.0%
COc1ccc(-c2cc(=O)oc3c(C)c(OC(=O)C4CC4)ccc23)cc1	11.0%
COc1c(F)c(F)c(-c2c(F)c(F)c(OC)c(F)c2F)c(F)c1F	5.0%
CC(=O)N1c2ccccc2NC2=C(C(=O)CCC2)C1c1ccc([N+](=O)[O-])cc1 (stereo not given)	10.0%

Compound	RNase H inhibition
O=C1CC(c2ccccc2)CC2=C1C(c1cccc([N+](=O)[O-])c1)Nc1ccc(C(=O)c3ccccc3)cc1N2 (stereo not given)	16.0%
COc1ccc(-c2cc(C(F)(F)F)n3nc(C(=O)NCCc4ccccc4)cc3n2)cc1OC	13.0%
O=C(NC(=S)Nc1ccccc1F)c1ccc(I)cc1	9.0%
Cc1ccc(/C=N/N2CCN(Cc3ccccc3Cl)CC2)s1	9.0%
COC(=O)C1=C(C(=O)OC)SC(=C2C(=S)C(C)(C)N(C(=O)CN3C(=O)CCC3=O)c3ccccc32)S1	19.0%
CCc1nnc(NS(=O)(=O)c2ccc(NS(=O)(=O)c3ccccc3)cc2)s1	2.0%
Cc1ccc(N2C(=O)CC(N3CCCC3)C2=O)cc1 (stereo not given)	7.0%
CCCCc1ccc(NS(=O)(=O)c2ccc(Cl)cc2)cc1	3.0%
COc1ccc(N(CC(=O)Nc2ccccc2C)S(=O)(=O)c2ccc(NC(C)=O)cc2)cc1	9.0%
COc1ccc(CN2CCN(C(=O)c3ccccc3F)CC2)cc1	4.0%
O=C(c1cc(F)c(F)cc1Cl)N1CCN(c2ccc([N+](=O)[O-])c(N3CCCC3)c2)CC1	9.0%
COCc1cc(=O)n2[nH]c(Cc3ccccc3)c(-c3cccc4ccccc34)c2n1	12.0%

Compound	RNase H inhibition
CCN(CC)CCn1c(NC(=O)Nc2cccc3ccccc23)nc2ccccc21	6.0%
CC(=O)N/N=C/c1nc2ccccc2[nH]1	0.0%
O=C(CN1CCSCC1)N/N=C/c1cccc2ccccc12	9.0%
O=C(/C=C/c1cccnc1)c1ccc(C(=O)/C=C/c2cccnc2)cc1	3.0%
COc1ccc(C(=O)NCCC(=O)O)cc1	0.0%
Cc1cccc(/C=C2\C(=O)NC(=O)N(c3cc(C)cc(C)c3)C2=O)c1	18.0%
O=C(O)c1ccccc1C(=O)NNc1ccccc1[N+](=O)[O-]	7.0%
COc1ccc(NCc2ccc(OC)c(OC)c2)cc1	8.0%
O=C(/C=C\c1cccs1)NC(=S)Nc1ccc([N+](=O)[O-])cc1O	7.0%
CCOc1ccc(-n2nc3ccc(NC(=O)c4ccccc4Br)cc3n2)cc1	16.0%
CCN(CC)c1ccc(/C=C2\N=C(c3cccc([N+](=O)[O-])c3)OC2=O)cc1	16.0%
Cc1ccc(C(=O)Nc2ccc(C(C)C)cc2)c(Cl)c1	8.0%

Compound	RNase H inhibition
COc1cc(NC(=O)c2ccc(-c3ccccc3)cc2)c(OC)cc1Cl	0.0%
Cc1ccccc1C(=O)Nc1c(C(=O)N2CCN(Cc3ccccc3)CC2)cnn1-c1ccccc1	9.0%
CCOC(=O)C1=C(C)N=c2s/c(=C\c3cccs3)c(=O)n2C1c1ccc(OC)cc1 (stereo not given)	25.0%
C=CCOc1ccc(/C=C2\C(=O)NC(=O)N(c3ccc(Cl)cc3)C2=O)cc1OCC	2.0%
Cc1cc(C)c(C(=O)/C(=C/c2ccccc2F)c2ccccc2)c(=O)[nH]1	3.0%
CC(=O)c1ccc(N2CCN(C(=O)c3ccc(F)cc3F)CC2)c(F)c1	0.0%
O=C1c2ccccc2C(=O)c2cc(NC(=O)c3coc4ccccc34)ccc21	63.0%*
COc1ccc(N2C(=O)c3ccc(C(=O)Nc4ccccc4C(=O)O)cc3C2=O)cc1O	12.0%
Cc1cc2nc(-c3cc(NC(=S)NC(=O)c4ccccc4Cl)ccc3O)oc2cc1C	3.0%
Oc1cccc(/C=N/Nc2nc(N3CCOCC3)nc(N3CCOCC3)n2)c1	0.0%
CCc1ccccc1NC(=O)/C=C/c1ccc(Cl)cc1	13.0%
Cc1cccc(N2C(=O)NC(=O)/C(=C\c3cc(Br)c(N4CCOCC4)o3)C2=O)c1C	11.0%
O=C(CSc1nnc(-c2cccs2)n1-c1ccccc1)c1ccc([N+](=O)[O-])cc1	6.0%
COC(C(=O)N/N=C(\C)c1ccc2c(c1)OCCO2)c1ccccc1 (stereo not given)	12.0%
O=C(O)C1CN(S(=O)(=O)c2ccccc2)CCN1S(=O)(=O)c1ccccc1 (stereo not given)	8.0%

# Part of the list above in order of length of the SMILES, smallest number first:
Compound	RNase H inhibition
COC(C(=O)N/N=C(\C)c1ccc2c(c1)OCCO2)c1ccccc1 (stereo not given)	12.0%
O=C(CSc1nnc(-c2cccs2)n1-c1ccccc1)c1ccc([N+](=O)[O-])cc1	6.0%
Cc1ccccc1C(=O)Nc1c(C(=O)N2CCN(Cc3ccccc3)CC2)cnn1-c1ccccc1	9.0%

# Screens as filed in PubChem BioAssay.

# These rows are one share of the data; count on the stated rates, not on these rows.
